# Growth percent in the NCI-60 one-dose screen (48 h, 10 µM unless noted): 100 = growth as untreated, 0 = no growth, -100 = all killed.
# SW-620: SW-620 colon cancer. AID 1794795. 82,000 tested, 5.2% active
# NCI-H226: NCI-H226 lung cancer; 79,000 tested, 3.5% active
# NCI-H460: NCI-H460 lung cancer | 82,000 tested, 6.8% active | AID 1794736
# HCT-15: HCT-15 colon cancer; AID 1794746; 82,000 tested, 5.2% active
# NCI-H322M: NCI-H322M lung cancer; AID 1794733; 80,000 tested, 2.7% active
# NCI-H522: NCI-H522 lung cancer | 78,000 tested, 8% active
# HT29: HT29 colon cancer; 81,000 tested, 7.4% active; AID 1794748
# NCI-H23: NCI-H23 lung cancer. 80,000 tested, 4% active. AID 1794731
# COLO 205: COLO 205 colon cancer | 79,000 tested, 7.3% active | AID 1794742
# * = called active by the depositor; . = not tested or not shown; & = joins results of further samples. Rule for the calls: active = growth percent below 10; inactive = the rest.
SMILES,SW-620,NCI-H226,NCI-H460,HCT-15,NCI-H322M,NCI-H522,HT29,NCI-H23,COLO 205
COc1ccc(C2c3ccc4ccccc4c3Oc3ncnc(N)c32)cc1 (stereo unspecified),77,64,92,88,88,46,104,83,94
O=C(NCCCNC(=O)OCc1ccc2c(Br)cc(Br)c(O)c2n1)OCc1ccc2c(Br)cc(Br)c(O)c2n1,-45*,2.3*,4.8*,-34*,33,-61*,-73*,-46*,-77*
C(=N\Nc1ncc(-c2cc3cc4c(cc3o2)OCO4)s1)/c1ccco1,2.3*,58,13,18,77,8.7*,37,21,6.5*
COc1ccc(OC)c(NCC(=O)n2nc(/C=C\c3ccc(O)c(OC)c3)cc2/C=C\c2ccc(O)c(OC)c2)c1,9.1*,29,8.3*,18,29,-19*,-70*,19,-47*
C=CCc1cc(Cl)ccc1OC(=O)Nc1cccc(Cl)c1,108,96,113,109,105,85,111,97,119
COc1ccc(CSc2nc3ccc(Cl)cc3c(=O)n2-c2ccccc2)cc1,101,101,102,98,102,99,116,108,108
CCOC(=O)N1C=Cc2ccccc2C1C#N (stereo unspecified),106,100,107,102,95,76,98,99,103
Nc1ncnc2c1N=C(c1ccc3c(c1)OCO3)CC(c1cccc(Nc3ccnc4cc(C(F)(F)F)ccc34)c1)N2 (stereo unspecified),69,78,91,71,94,74,70,84,115
NC1CC2(CCN(c3cnc(C(=O)Nc4cc(F)cc5cccnc45)cn3)CC2)C1,43,93,84,3.7*,87,93,5.1*,89,50
CNC(=O)c1ccccc1CNC(=S)Nc1cccc(C)c1,100,98,106,98,97,85,102,98,105

# The last 3 entries of the section before lead into the next:
SMILES,SW-620,NCI-H226,NCI-H460,HCT-15,NCI-H322M,NCI-H522,HT29,NCI-H23,COLO 205
Nc1ncnc2c1N=C(c1ccc3c(c1)OCO3)CC(c1cccc(Nc3ccnc4cc(C(F)(F)F)ccc34)c1)N2 (stereo unspecified),69,78,91,71,94,74,70,84,115
NC1CC2(CCN(c3cnc(C(=O)Nc4cc(F)cc5cccnc45)cn3)CC2)C1,43,93,84,3.7*,87,93,5.1*,89,50
CNC(=O)c1ccccc1CNC(=S)Nc1cccc(C)c1,100,98,106,98,97,85,102,98,105
c1ccc(Cn2c(SCCc3c[nH]c4ccccc34)nnc2-c2ccncc2)cc1,94,96,102,98,91,99,107,100,113
Cc1c2c(c(C)c3c1oc1ccc(O)cc13)C(=O)N(CCN1CCCCC1)C2=O,92,97,96,100,103,84,105,98,110
COc1cc(NC(=O)C(C)C)ccc1C(=O)NC(=S)Nc1ccc(C(=O)O)cc1,99,80,98,89,90,90,101,104,110
OB(O)c1ccsc1-c1nc2ccc3[nH]ncc3c2c2c1CCCC2,23,72,39,31,50,32,46,52,41
CN1CCc2c(sc3ncnc(N/N=C/c4c(F)cccc4Cl)c23)C1,.,72,91,74,75,88,86,92,37
O=C(c1ccccc1)c1c(/C=C/c2ccc(Cl)cc2)nc2ccccc2c1/C=C/c1ccccc1,99,84,104,99,88,82,95,94,105
Cn1cc(-c2nnc(N)nc2-c2c[nH]c3ccccc23)c2cc(Br)cnc21,58,18,42,25,65,15,36,.,32
CCc1cnc2ccccc2c1/C=C/c1ccc(N(C)C)cc1,32,75,31,26,72,23,5.6*,65,41
Cc1ccc2c(n1)C(=O)C(Cl)=C(Nc1cccc(C)c1C)C2=O,-9.9*,19,37,9.7*,17,-38*,88,-11*,88
CC(=O)N(C(C)=O)N(C(C)=O)C(=O)c1ccccn1,101,97,102,98,.,98,111,.,113
CC(O)C(O)C(O)C(/C=N\NC(N)=S)=N/NC(N)=S (stereo unspecified),91,99,95,107,111,89,102,105,105
COc1ccc(NC(=O)c2cc(NCc3cc(O)ccc3O)ccc2O)cc1,100,97,87,97,91,-0.8*,90,90,113
CSc1nc(-n2ncc(C#N)c2N)c2c3c(sc2n1)CCC3,97,85,83,91,97,95,107,97,104
CCOC(=O)N(O)c1ccc(/C=C/c2ccccc2)cc1,47&60,-39*,22&23,72&70,76&80,48&67,54&67,51&76,85&88
CCOC(=O)C1=C(C)N=C2SC=C(c3ccccc3)N2[C@H]1c1cn[nH]c1-c1ccc(F)cc1,85,94,101,.,100,83,99,102,102
NS(=O)(=O)c1ccc(CCNC(=O)CSc2ccc(-c3ccc(Br)cc3)nn2)cc1,72,70,51,97,81,53,83,47,84
Cc1ccc(C(C#N)c2ccccc2)cc1 (stereo unspecified),97,98,107,106,97,86,95,96,103
C#CCNc1nc(NCCNC(=O)CCl)nc(N(C)CCCCc2ccccc2)n1,98,71,107,92,96,25,109,85,91
O=C(Nc1ccc(C2=NCCN2)cc1)c1cc(C(=O)Nc2ccc(C3=NCCN3)cc2)ncn1,.,107,94,112,108,102,88,92,110
O=C(NC(=S)N1CC=CCC1)c1ccccc1,103,104,113,102,116,77,100,107,118
CCN1C(=O)N(CC)C2NC(SC)=NC21 (stereo unspecified),98,94,103,103,92,102,108,98,103
NC(=O)CN1C(=O)c2ccccc2C1=O,103,101,106,100,99,88,102,99,110
O=C(NNc1ccc([N+](=O)[O-])cn1)Nc1ccc(N=Nc2ccccc2)cc1,103,.,95,81,127,88,99,84,105
COc1ccc(Oc2nc(Nc3ccc(N4CCOCC4)cc3)ncc2NC(=O)c2cccc(OC)c2)cc1,87,95,97,80,90,78,86,96,.
CC(C)c1ccc2nc3ccc(C(=O)NCCN4CCN(c5ccccc5)CC4)cn3c(=O)c2c1,87,38,65,45,87,67,39,50,46
COC(C)C(NC(=O)C1CCCN1C)C1OC(SCCOC(=O)c2ccccc2O)C(O)C(O)C1O (stereo unspecified),97,95,100,106,107,98,97,100,103
CS(=O)(=O)c1ncc(Br)cn1,107,102,111,104,121,101,.,103,102
CC(=O)Nc1cc(OCc2ccccc2)c2nc(NC(=O)c3[nH]c(C)c(Cl)c3Cl)sc2c1,101,77,95,66,93,91,98,76,105
O=C(CCCCCC1CCCCC1)OCc1ccccc1,103,90,108,111,102,90,108,101,109
CSc1ccc(/C(=N/NC(N)=S)c2ccc(Cl)cc2)cc1,105,111,104,104,106,101,108,98,116

# Some of these compounds in order of molecular weight, descending.
SMILES,SW-620,NCI-H226,NCI-H460,HCT-15,NCI-H322M,NCI-H522,HT29,NCI-H23,COLO 205
COC(C)C(NC(=O)C1CCCN1C)C1OC(SCCOC(=O)c2ccccc2O)C(O)C(O)C1O (stereo unspecified),97,95,100,106,107,98,97,100,103
CC(C)c1ccc2nc3ccc(C(=O)NCCN4CCN(c5ccccc5)CC4)cn3c(=O)c2c1,87,38,65,45,87,67,39,50,46
O=C(NNc1ccc([N+](=O)[O-])cn1)Nc1ccc(N=Nc2ccccc2)cc1,103,.,95,81,127,88,99,84,105
CS(=O)(=O)c1ncc(Br)cn1,107,102,111,104,121,101,.,103,102
NC(=O)CN1C(=O)c2ccccc2C1=O,103,101,106,100,99,88,102,99,110

# Next entries:
SMILES,SW-620,NCI-H226,NCI-H460,HCT-15,NCI-H322M,NCI-H522,HT29,NCI-H23,COLO 205
O=c1c2ccccc2[nH]n1Cc1ccc2c(c1)OCO2,108,93,0.5*,96,98,99,104,106,116
COc1ccc2[nH]c(O)c(N=NC(=O)c3cc(-c4ccc(C)cc4)nc4ccccc34)c2c1,107,91,96,63,102,100,113,86,112
O=C(N/N=C/c1ccco1)C(=O)Nc1cccc(C(F)(F)F)c1,105,.,105,103,108,94,100,101,111
O=C1Nc2ccc(Br)cc2C12Oc1ccccc1C1CC(c3ccc(F)cc3)=NN12 (stereo unspecified),99,83,98,80,96,81,94,89,109
C(=C(\C1=NCCN1)n1cnc2ccccc21)/c1ccc2ccccc2c1,68,63,86,61,73,15,92,65,77
COc1cc2ncnc(Nc3ccc(O[C@H]4CO[C@H]5[C@@H]4OC[C@@H]5OCc4ccccc4)c(Cl)c3)c2cc1OC,96,89,58,43,65,41,47,75,80
C/C(=N\NC(=O)CSc1nc2ccccc2c(=O)n1CCc1ccc(S(N)(=O)=O)cc1)c1ccccc1N,101,82,102,97,99,89,106,92,123
COc1cccc(OCCC#N)c1,107,98,111,100,107,99,100,101,114
O=C(Nc1ccc(C(=O)Nc2cc(S(=O)(=O)O)cc3cccc(S(=O)(=O)O)c23)cc1)Nc1ccc(C(=O)Nc2cc(S(=O)(=O)O)cc3cccc(S(=O)(=O)O)c23)cc1,109,101,109,104,116,108,115,119,108
COc1ccc(N/N=C/c2c(-c3ccc(S(C)(=O)=O)cc3)nc3ccccn23)cc1,30,71,22,19,50,3.5*,64,.,55
COc1ccc(/C=C2\CCCC3=C2N=C2SC(C)=NN2C3c2ccc(OC)c(OC)c2)cc1OC (stereo unspecified),27,31,19,28,28,36,4.8*,35,22
COc1ccc(C2=NN(C=O)C(c3ccc(Cl)cc3)C2)cc1S(=O)(=O)NNC(=O)c1ccncc1 (stereo unspecified),105,98,102,104,109,90,98,94,108
CC1CCCN1Cc1nc2ccc(NC(=O)c3ccc(-c4ccncc4)cc3)cc2[nH]1 (stereo unspecified),106,81,111,101,86,83,84,101,85
CSc1nc2ncnc(N)c2[nH]1,91,90,99,94,97,101,105,92,112
COc1cc2nc(Cl)nc(Nc3ccc(S(=O)(=O)Nc4cc(C)on4)cc3)c2cc1OC,102,95,115,94,92,92,114,89,109
CC(C)CCOC(=O)C(=O)OCCC(C)C,105,97,105,105,98,101,114,107,110
CCOC(=O)c1ccc(NS(=O)c2ccccc2)cc1 (stereo unspecified),98,94,108,115,89,94,106,99,100
c1ccc(-n2cc3c(c2)-c2oncc2CC3)cc1,99,95,100,106,92,89,93,94,157
Nc1ncnc2c1C(c1ccc(Br)cc1)c1sc3c(Br)cccc3c1O2 (stereo unspecified),97,75,93,93,83,72,107,94,94
COc1ccc(/C(C)=N/NC(=O)c2ccncc2)cc1,110,104,118,110,96,101,95,104,111
CCCCN1C(=O)c2cccc3c(/C=C/CN4C(=O)c5cccc6cccc(c56)C4=O)ccc(c23)C1=O,98,100,105,105,93,98,100,101,101
OCC#CC#CCO,113,109,121,100,123,97,101,120,119
O=C1S/C(=C\c2ccc(Br)cc2)C(=O)N1Cc1cc2ccccc2nc1Cl,102,99,101,100,103,95,111,102,111
CCCc1c(OC(=O)c2ccccc2)nc2[nH]c(=O)sc2c1C,95,90,103,98,101,87,104,99,101
C=C(C)[C@@H]1CC[C@]2(C(=O)N3CCNCC3)CC[C@]3(C)[C@H](CC[C@@H]4[C@@](C)(CCC(=O)N5CCNCC5)[C@H](C(=C)C)CC[C@]43C)[C@@H]12,-14*,93,8.8*,31,102,71,26,93,78
O=S(=O)(O)c1cc(N=Nc2ccc(O)cc2)ccc1/C=C/c1ccc(N=Nc2ccc(O)cc2)cc1S(=O)(=O)O,105,95,.,110,.,99,102,106,123
COC(=O)[C@@H]1CCCN1C(=O)[C@H]1CCCN1C(=O)[C@@H](Cc1c[nH]c2ccccc12)NC(=S)Nc1cc(C(F)(F)F)cc(C(F)(F)F)c1,63,.,16,44,39,70,33,64,22
O=C(N/N=C/c1cccc([N+](=O)[O-])c1)c1ccccc1,103,102,108,94,100,.,110,103,109
CCC(C)N(c1ccc(OC)cc1)c1nc(-c2ccc(Br)cc2)cs1 (stereo unspecified),99,100,103,99,105,93,99,99,119
CCCNCC(O)Cc1ccc(OCC)cc1 (stereo unspecified),107,98,105,107,92,69,92,103,107
COc1ccc(/C=C/c2cccc[n+]2C)cc1,80,101,106,99,93,.,88,100,42
C=CCSc1nnc(/N=C2\NC(=O)/C(=C/c3ccc(O)cc3)S2)s1,103,100,100,98,105,89,108,105,.
COc1cc(/C=N/N=C2\C(=O)Nc3ccc(F)cc32)ccc1F,99,90,104,87,98,93,114,87,107
CCn1cc(C(=O)NN2C(=O)CCC2=O)c(=O)c2ccc(C)nc21,101,98,111,101,100,94,102,104,108
Cc1[nH]c2ncnc(Nc3ccc(C(=O)Nc4ccc(Cl)cc4)cc3)c2c1C,97,97,104,106,95,93,100,99,110
CCNC(=S)Nc1ccc(-n2c(=O)c3ccccc3c3ccccc3c2=O)cc1,103,101,111,110,102,119,105,108,110
CCOC(=O)c1cccc(N2C(=O)/C(=C/N3N=C(c4ccccc4)CC3c3ccccc3O)SC2=S)c1 (stereo unspecified),93,93,14,86,87,86,84,69,97
Cn1ccnc1C(=O)/C=C/c1ccccc1,5.9*,51,-18*,20,10,-67*,1.1*,33,23
CCOc1ccc(-c2cc(C3(S(=O)(=O)c4ccc(C)cc4)CC=CC3)on2)cc1,89,48,91,75,96,71,78,73,96
CS(=O)(=O)Nc1ccc(Nc2c3ccccc3nc3cc(Cl)ccc23)cc1,30,-4.3*,8.4*,40,51,16,22,43,43
Oc1ccc(CSc2nnc(-c3cnccn3)n2-c2ccccc2)c2cccnc12,24,30,10,19,31,2.3*,79,27,103
Cn1c(O)c(C=Nc2ccc(S(N)(=O)=O)cc2)c2ccccc21,102,98,90,111,111,.,110,88,120
Cc1c(C)c(CCl)c(C)c(C)c1CCl,70,66,72,66,103,41,55,47,76
CC(C)Cc1ccc(C(C)C(=O)NCc2ccc(Cn3c(=O)sn(CCCl)c3=O)cc2)cc1 (stereo unspecified),79,93,104,93,91,70,43,77,45
N#CC1=C(/N=C/c2ccccc2)Oc2c(ccc3ccccc23)C1c1ccc([N+](=O)[O-])cc1 (stereo unspecified),93,65,95,91,94,86,102,80,109

# Assay outcomes as filed in PubChem BioAssay.

# Random draw from the library (roughly 12% active in at least one column).
